# D1 ag – agonists of human D1 dopamine receptor | HEK293 T-REx D1 cells, calcium flux, agonist mode | activation, % at 2 µM | actives 1% (n = 360,000) | AID 504660; note: 0% is about no effect
# Target sequence (P21728 whole entry, looked up): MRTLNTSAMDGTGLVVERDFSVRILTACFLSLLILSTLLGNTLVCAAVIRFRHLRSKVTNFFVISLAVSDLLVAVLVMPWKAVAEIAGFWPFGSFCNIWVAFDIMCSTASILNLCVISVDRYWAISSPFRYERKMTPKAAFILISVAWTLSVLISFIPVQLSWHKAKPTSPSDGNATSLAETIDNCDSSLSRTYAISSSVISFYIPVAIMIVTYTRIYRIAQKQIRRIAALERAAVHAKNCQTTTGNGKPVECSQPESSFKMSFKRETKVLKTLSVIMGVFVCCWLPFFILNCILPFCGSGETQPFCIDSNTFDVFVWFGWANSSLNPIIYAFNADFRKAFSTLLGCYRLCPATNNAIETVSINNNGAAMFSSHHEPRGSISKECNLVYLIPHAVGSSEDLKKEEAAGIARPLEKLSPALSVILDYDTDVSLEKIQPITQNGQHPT
#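 Agonism was scored from calcium flux recorded over 180 s (1 read/s) after pintool compound addition, following a 10-cycle baseline. Cells were inducible force-coupled HEK293 TREx D1, plated overnight at 30 C and loaded with no-wash calcium dye.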
# D1 antag – antagonists of human D1 dopamine receptor | HEK293 TREx D1 cells, calcium flux, dopamine EC80; active compounds read low | activity change, negative = inhibition, % at 10 µM | actives 3.2% (n = 360,000); in the data active = activity change below about -30%; note: % is set by controls: 0 for no effect and ±100 for the full control effect
#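 Kinetic fluorescence of a calcium dye serves as the read-out. D1-expressing Hek293 Trex cells, induced overnight at 30 C, are exposed to compound for 180 s before an EC80 dopamine addition, then read 180 s further.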
# D2 potentiator – positively modulates the human D2 dopamine receptor allosterically. P14416. HEK293 T-REx D2, calcium flux, EC20 dopamine potentiation. potentiation, % at 10 µM. actives 0.34% (n = 340,000). AID 485347;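 active = potentiation over 3 SD above the plate norm, cut at about 30% in these data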; note: 0% is about no effect
# Target sequence (P14416 whole entry, looked up): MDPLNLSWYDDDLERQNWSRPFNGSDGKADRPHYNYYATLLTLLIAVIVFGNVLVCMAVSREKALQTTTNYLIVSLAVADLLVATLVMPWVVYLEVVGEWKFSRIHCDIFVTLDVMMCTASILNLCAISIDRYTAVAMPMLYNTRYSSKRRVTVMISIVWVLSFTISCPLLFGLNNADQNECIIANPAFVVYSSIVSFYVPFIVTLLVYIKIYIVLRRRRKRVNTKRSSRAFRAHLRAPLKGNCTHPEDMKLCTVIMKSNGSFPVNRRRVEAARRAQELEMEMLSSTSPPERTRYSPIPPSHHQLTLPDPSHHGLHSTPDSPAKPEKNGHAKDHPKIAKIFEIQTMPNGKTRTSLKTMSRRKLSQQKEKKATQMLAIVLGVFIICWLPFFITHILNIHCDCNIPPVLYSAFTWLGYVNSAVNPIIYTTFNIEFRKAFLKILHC
#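 Calcium flux readout, no-wash dye, 1 read/s. Inducible HEK293 Trex D2 line, overnight 30 C. Compound alone 180 s (agonist flags), then EC20 dopamine, another 180 s to score potentiation.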
# D1 PAM – human D1 dopamine receptor positive modulation | AID 504651 | potentiation, % at 10 µM | HEK293 TREx D1 cells, calcium flux, dopamine EC20 potentiation | P21728 | actives 0.036% (n = 360,000); in the data active = potentiation above about 30%; note: 0% is about no effect
# TRHR agonist – activates the human TRH receptor; P34981; TRHR cells, calcium flux fluo-8, FDSS agonist mode; activation, % at 2 µM; actives 0.18% (n = 360,000); AID 493084; note: 0% is about no effect
#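 TRHR-expressing cells, plated overnight in medium with 10% serum, were loaded with fluo-8 calcium dye at room temperature. After a 10 s baseline, library compound was pin-added and calcium release was recorded kinetically (ex 480/em 530) as agonist response.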
# D2 agonist – agonists of human D2 dopamine receptor | P14416 | HEK293 T-REx D2 cells, calcium flux agonist mode | activation, % at 2 µM | actives 0.53% (n = 340,000) | AID 485358;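 active = activation over 3 SD above normal in the single-dose calcium agonist read, cut at about 30% in these data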; note: 0% is about no effect
#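 Tetracycline-induced HEK293 T-REx cells with force-coupled D2 receptor, plated overnight at 30 C, loaded with no-wash calcium dye. After a 10 s baseline, compound was pin-added and calcium flux read kinetically for 180 s; calcium rises flagged agonists.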
# D2 antag – antagonists of human D2 dopamine receptor. P14416. HEK293 TREx D2 cells, calcium flux, dopamine EC80. inhibition, % at 10 µM. actives 2% (n = 340,000). AID 485344; in the data active = inhibition above about 30%; note: 0% is about no effect
#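 Tetracycline-induced HEK293 T-REx cells expressing D2 force-coupled to calcium signalling were dye-loaded, exposed to compound for 180 s, then challenged with an EC80 of dopamine; calcium flux was followed kinetically for a further 180 s.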
# TRHR PAM – allosterically enhances the human TRH receptor | P34981 | TRHR cells, fluo-8 calcium fluorescence, EC20 TRH enhancement | enhancement, % at 2 µM | actives 0.66% (n = 360,000) | AID 493056; in the data active = enhancement above about 30%; note: 0% is about no effect
#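 TRHR-expressing cells loaded with fluo-8 calcium dye were read kinetically (ex 480/em 530) during compound addition, then stimulated with an EC20 of TRH (10 nM final). Enhancement of the Gq-mediated intracellular calcium response was scored.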
# RXFP1 antagonist – blocks the human relaxin receptor RXFP1. Q9HBX9. HEK293-RXFP1, relaxin-stimulated cAMP HTRF, 30 min; active compounds read low. activity change, negative = inhibition, % at 57.5 µM. actives 0.59% (n = 350,000);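 active = activity change of -60% or lower, but not beyond a set lower limit; inconclusive = change between -60% and -40%, or beyond the set limit; inactive = change above -40%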; note: % is set by controls: 0 for no effect and ±100 for the full control effect
# * = called active by the depositor; ? = inconclusive; / = no result given. Cut-off read from the data, not from the text of the source, unless noted: active = activation above about 30%; inactive = the rest.
SMILES,D1 ag,D1 antag,D2 potentiator,D1 PAM,TRHR agonist,D2 agonist,D2 antag,TRHR PAM,RXFP1 antagonist
COc1cccc2cc(C(C)OC(=O)Nc3ccc(C)cc3)oc12 (configuration not stated),1,/,-8,-9,1.0,0.7,32*,0,10
Cc1nc(SCC(=O)NC2CCCC2)c2c(C)c(C)sc2n1,3,2,3,/,-1.4,0.7,-3,5,-7
CCCn1c(SCC(=O)Nc2ccc(Cl)cn2)nnc1C1CC1,-1,16,-34,11,-0.4,0.3,16,4,-1
CN1CCCN(C(=O)c2ccc(Br)s2)CC1,4,-15,-10,-5,0.2,-0.5,1,0,-1
CC(Sc1ncnc2ccccc12)C(=O)Nc1ccc2c(c1)OCCO2 (configuration not stated),14,-7,16,-5,-1.1,-1.5,-12,16,7
COc1ccc(C)cc1NC(=O)c1cc2c(=O)n(Cc3cccnc3)ccc2nc1C,0,-9,-6,2,0.1,0.6,/,-1,0
Cc1cc(N2CCN(C(=O)c3cccs3)CC2)c(F)cc1[N+](=O)[O-],8,-17,17,-5,-2.6,-2.3,0,2,1
CC(C)(C)SCCSC1=CC(=O)CC(c2ccccc2)C1 (configuration not stated),5,6,-18,0,0.8,0.6,3,-1,-13
N=c1sccn1CC(=O)Nc1cccc2ccccc12,4,0,-2,-9,0.1,0.4,-22,-4,-7
COc1cc(CN2CCC(n3nccc3NC(=O)CCCc3ccccc3)CC2)ccc1O,0,-6,-9,-4,0.2,-0.4,-8,-6,6
CCc1c(C)sc2nc(SCC(=O)Nc3cc(C)on3)n(CCOC)c(=O)c12,-2,12,8,1,-0.4,0.2,-18,1,0
COCCN(C(=O)Nc1ccc(OC)cc1OC)C1CCN(C(C)C)CC1,-3,-8,-17,-5,0.2,0.2,4,-3,-14
Cc1ccccc1OCC(=O)Nc1ccc(N2CCN(C(=O)C(C)C)CC2)c(Cl)c1,10,-31*,10,-7,-0.3,-0.8,-12,4,8
Cc1ccc(NC(=O)CSc2n[nH]c(-c3ccco3)n2)c(C)c1,-1,15,/,1,-0.1,/,/,1,-19
COC(=O)c1cccc(NCN2C(=O)c3ccccc3C2=O)c1,3,2,7,-2,-0.1,0.0,15,-2,-9
O=C(Nc1ccccc1)N(Cc1ccc(Cl)cc1)CC(O)C(F)(F)F (configuration not stated),12,-16,4,-4,-0.2,0.0,-9,3,-3
Cc1cc(OCC(=O)NCc2cccnc2)c2c(C)c(Cc3ccccc3)c(=O)oc2c1,1,-15,8,2,-0.6,0.8,20,-2,-27
CC(C)[C@H](N)c1nnc2n1N=C(c1ccc(Cl)cc1)CS2,2,1,13,-2,0.2,0.1,-25,-4,-2
CCOC(=O)c1c(C)oc2nc(C)nc(N(C)Cc3ccccc3)c12,2,-8,0,-3,-1.7,0.1,/,21,-19
C=C1CCC[C@]2(C)C[C@H]3OC(=O)C(CNC(C)(CO)CO)[C@H]3CC12 (some centres not stated),1,-2,2,-5,-0.4,0.2,0,-2,-19
Cc1cc(C)n(C(C)CC(=O)NCc2ccc(Cl)cc2)n1 (configuration not stated),0,-7,-12,-6,0.0,-0.5,/,3,-9
Nc1nc(C2CCCCC2)cs1,0,-6,12,1,0.4,0.1,26,-7,-5
O=C(OCC(=O)N1CCN(S(=O)(=O)c2ccc(Cl)cc2)CC1)C1CCC1,8,-10,3,-6,-0.4,-0.1,-10,6,7
OCC(O)/C=N/Nc1nc(N2CCCCC2)nc(N2CCCCC2)n1 (configuration not stated),2,15,9,-6,1.4,0.3,-5,10,-8
COc1cccc(CNC(=O)C(C)n2ccc3cc(S(=O)(=O)N4CCCC4)ccc32)c1 (configuration not stated),7,-25,-12,-5,-0.2,-0.6,16,-8,11

# A second format for some results above.
COc1cc(CN2CCC(n3nccc3NC(=O)CCCc3ccccc3)CC2)ccc1O
  D1 ag: 0
  D1 antag: -6
  D2 potentiator: -9
  D1 PAM: -4
  TRHR agonist: 0.2
  D2 agonist: -0.4
  D2 antag: -8
  TRHR PAM: -6
  RXFP1 antagonist: 6

CCc1c(C)sc2nc(SCC(=O)Nc3cc(C)on3)n(CCOC)c(=O)c12
  D1 ag: -2
  D1 antag: 12
  D2 potentiator: 8
  D1 PAM: 1
  TRHR agonist: -0.4
  D2 agonist: 0.2
  D2 antag: -18
  TRHR PAM: 1
  RXFP1 antagonist: 0

COCCN(C(=O)Nc1ccc(OC)cc1OC)C1CCN(C(C)C)CC1
  D1 ag: -3
  D1 antag: -8
  D2 potentiator: -17
  D1 PAM: -5
  TRHR agonist: 0.2
  D2 agonist: 0.2
  D2 antag: 4
  TRHR PAM: -3
  RXFP1 antagonist: -14

Cc1ccccc1OCC(=O)Nc1ccc(N2CCN(C(=O)C(C)C)CC2)c(Cl)c1
  D1 ag: 10
  D1 antag: -31*
  D2 potentiator: 10
  D1 PAM: -7
  TRHR agonist: -0.3
  D2 agonist: -0.8
  D2 antag: -12
  TRHR PAM: 4
  RXFP1 antagonist: 8

# (more compounds)
SMILES,D1 ag,D1 antag,D2 potentiator,D1 PAM,TRHR agonist,D2 agonist,D2 antag,TRHR PAM,RXFP1 antagonist
CCCCCN1C(=O)Cn2c(nc3ccccc3c2=O)C1C (configuration not stated),3,8,-9,-4,-0.3,0.5,9,-6,8
Cc1ccc(NCC(=O)NNC2=NCCC2)c(C)c1,-1,5,1,1,-0.4,-0.6,2,4,3
O=C(NCCN1C(=O)CCC1=O)c1ccncc1,3,9,-7,-1,-0.8,-0.3,22,-4,-10
O=C(COc1ccc2ccccc2c1)Nc1ccncc1,12,-16,-3,-9,0.5,0.4,-20,-2,-19
CC(C)CC(=O)N1CCC(N(CCc2ccccc2)Cc2ccccc2)CC1,4,-7,-1,-10,-1.8,1.4,-6,-7,-33
Cc1ccccc1NC(=O)Cn1nnc(S(=O)(=O)c2ccc(C(C)(C)C)cc2)c1N,5,1,7,4,2.2,2.8,-2,3,/
CCCCNC(=S)Nc1cccc2cnccc12,5,4,4,0,0.2,0.3,-12,0,-1
COc1ccc(S(=O)(=O)N2CCCCCC2)cc1C(=O)N(C)Cc1ccc(Cl)cc1Cl,2,11,-14,1,11,2.4,47*,-6,39
O=C(N/N=C/c1ccc[nH]1)c1ccc([N+](=O)[O-])cc1,1,-9,-12,-5,0.0,0.4,-18,-2,12
NC(=S)c1cc2cc(Br)ccc2oc1=O,1,-8,/,-2,-0.3,0.0,-2,-1,-11
Cc1ccc(-n2ncc3c2CCCC3NC(=O)c2ccoc2)cc1C (configuration not stated),3,-8,-11,-6,0.3,0.1,0,22,-11
CC(=O)N1CCc2ccc(S(=O)(=O)N3CCc4ccccc43)cc21,18,-8,0,-8,-1.2,-1.1,-5,5,0
C/C(=N\NC(=O)COc1ccc(C)cc1[N+](=O)[O-])c1cccs1,5,-7,7,1,-0.7,-3.4,-7,1,-5
CC(=O)c1cccc(NC(=O)CO/N=C2/CCCc3nonc32)c1,6,15,-8,0,0.1,0.1,-13,14,12
COc1ccc(S(=O)(=O)Nc2cccc(C(C)=O)c2)cc1Br,6,-2,13,5,-0.1,1.1,-1,-2,-1
COc1ccc(/C=N/NC(=O)OC(C)(C)C)cc1OC,1,-5,4,0,0.1,0.0,7,-2,-8
O=C(NCC(=O)N1CCN(C(=O)c2ccco2)CC1)c1cccc(Cl)c1,0,-14,/,0,0.6,/,/,3,0
COc1ccc(Cl)cc1C(=O)NCc1ccc2c(c1)OCO2,6,11,2,4,0.1,-0.6,8,-8,5
Cc1nn(-c2ccccc2)c2[nH]c(C(F)(F)F)cc(=O)c12,3,-2,7,1,-0.2,0.2,1,7,-8
COc1ccc(N(CC(=O)NCc2ccc(F)cc2)C(=O)c2snc(C(N)=O)c2N)cc1OC,0,-9,-5,2,-0.4,0.6,-1,-1,2
Cc1nnc2c3ccccc3c(-c3cccc4ccccc34)nn12,-1,-18,-1,-4,1.2,-1.6,24,-12,-6
COc1cc(/C=C2/SC(=S)N(CCC(=O)Nc3ccc(C(=O)O)cc3)C2=O)cc(OC)c1OC,1,4,3,-2,0.1,-0.8,-13,-5,-4
COc1ccc(C(CCNCc2ccc(N(C)C)cc2)c2ccccc2OC)cc1 (configuration not stated),6,11,0,-10,0.4,-1.6,10,2,-16
COc1ccc(C2N(Cc3ccccc3)CCN2Cc2ccccc2)cc1[N+](=O)[O-],-1,-9,-13,-1,0.1,10,11,2,-23
Cc1nn(-c2ccccc2)c(C)c1P(=O)(c1ccccc1)N(C)C (configuration not stated),2,-15,11,-8,0.2,0.2,-1,1,-1

# Three compounds out of the list, sorted by number of heavy atoms, ascending:
SMILES,D1 ag,D1 antag,D2 potentiator,D1 PAM,TRHR agonist,D2 agonist,D2 antag,TRHR PAM,RXFP1 antagonist
NC(=S)c1cc2cc(Br)ccc2oc1=O,1,-8,/,-2,-0.3,0.0,-2,-1,-11
O=C(NCC(=O)N1CCN(C(=O)c2ccco2)CC1)c1cccc(Cl)c1,0,-14,/,0,0.6,/,/,3,0
Cc1ccccc1NC(=O)Cn1nnc(S(=O)(=O)c2ccc(C(C)(C)C)cc2)c1N,5,1,7,4,2.2,2.8,-2,3,/

# Continued.
SMILES,D1 ag,D1 antag,D2 potentiator,D1 PAM,TRHR agonist,D2 agonist,D2 antag,TRHR PAM,RXFP1 antagonist
CCOc1ccc(OCC)c(NC(=O)CC(C)n2nc(C)cc2C)c1 (configuration not stated),1,-3,-4,-5,-0.1,-0.2,/,-4,-11
O=C(c1ccc(Br)o1)N(c1ccc(Br)cc1)C1C=CS(=O)(=O)C1 (configuration not stated),4,-3,2,-4,0.3,1.0,5,0,16
COc1ccc(/C=C2\CCc3ccccc3C2=O)cc1OC,5,-1,-3,-7,-0.5,-0.3,4,2,-5
CC(C(=O)Nc1cc([N+](=O)[O-])ccc1Cl)N1CCN(c2ccc(O)cc2)CC1 (configuration not stated),5,2,-12,-7,-0.5,-0.7,-1,0,-16
CCOC(=O)C1=C(C)NC2=C(C(=O)CC(C)(C)C2)C1c1coc2ccccc2c1=O (configuration not stated),-2,7,-2,0,-0.3,0.4,27,-4,5
COc1ccc(C2(C(=O)O)CCCC2)cc1,0,1,-3,-2,0.8,-0.9,-22,1,11
CCOc1cc(S(=O)(=O)NCCCn2ccnc2)ccc1Cl,1,-15,2,-7,-0.4,-0.5,-4,-5,0
O=C(Cc1ccccc1)NCC(=O)N/N=C/c1ccc(Cl)cc1,1,-3,3,-1,0.4,0.5,-4,2,0
COc1ccc(OC)c(C(=O)N2CCCC(Nc3ccc(F)cc3)C2)c1 (configuration not stated),0,14,7,-7,-0.6,-0.9,7,-5,-1
COc1ccc(CC(=O)NCC(c2ccc(N(C)C)cc2)N2CCOCC2)cc1 (configuration not stated),-1,-2,7,1,-0.1,0.4,/,0,-6
CC1(C)CC(=O)C(C(N)=NC(=O)c2ccc([N+](=O)[O-])cc2)=C(O)C1,2,-1,-3,-10,3.1,0.0,13,11,-4
COCc1nnc(NC(=O)c2cccc(NC(=O)c3ccccc3)c2)s1,2,4,-2,0,-1.2,-0.5,-1,-6,-9
Cc1ccc(CNC(=O)C2CCN(C(=O)N3CC(C)Oc4ccc(Cl)cc43)CC2)cc1 (configuration not stated),1,6,/,-3,-0.6,0.7,/,-7,?
Cc1ccc(NC2CC(=O)N(c3ccc(N4CCCCC4)cc3)C2=O)cc1 (configuration not stated),1,11,6,7,0.6,0.9,16,3,-5
